# UPR CHOP act: activators of apoptotic arm of unfolded protein response (CHOP) | CHO-CHOP luciferase reporter, UPR activation, luminescence; percent of tunicamycin response over DMSO baseline | activation, % at 10 µM | 0.34% of 330,000 active | AID 449763;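 active = at 10 µM dose, activation of 40% or more, normalized to positive control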;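 also: 100% = tunicamycin at 10 µg/mL and 0% = DMSO alone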
#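 Test system: CHO-CHOP cells, stable luciferase reporter of PERK-eIF2a-CHOP signalling | Quantity: 500 CHO-CHOP cells per well | Buffer or medium: F12 plus 10% serum | Compound dosing: 10 µM single point, 0.5% DMSO | Schedule: 6 h compound treatment, 37 °C | Signal: Luciferase luminescence | Control set: Tunicamycin high control, DMSO low control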
# CCR6 antag: blocks CCL20-driven beta-arrestin recruitment at human CCR6. 0.49% of 340,000 active. AID 493098. inhibition, % at 20 µM. CHO-K1 CCR6 PathHunter beta-arrestin, luminescence, CCL20-stimulated;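 active = compounds whose inhibition of the agonist-driven luminescence signal at 20 µM reaches about 50%, limit read from the data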;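 also: cells stimulated with CCL20 at 14 nM final; plate controls were DMSO with CCL20 for no effect and DMSO without agonist for full effect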
# Jurkat NFkB inh: lowers PMA/ionomycin-induced NF-kB signal in Jurkat cells. AID 435003. inhibition, % at 4 µM. 0.53% of 330,000 active. PMA/ionomycin-induced NF-kB luciferase reporter, luminescence; in the data active = inhibition above about 50%
# 697 NFkB inh: lowers PMA/ionomycin-induced NF-kB signal in 697 B cells; 0.33% of 330,000 active; inhibition, % at 4 µM; 697 B-cell NF-kB luciferase reporter, 16 h; AID 435022; in the data active = inhibition above about 35%
# CXCR6 inh: CXCR6 (human) receptor inhibition; AID 602244; 0.36% of 360,000 active; O00574; CHO-K1 PathHunter CXCR6 beta-arrestin, luminescence; inhibition, % at 20 µM; in the data active = inhibition above about 34%, passing the limit was not always enough;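 also: antagonist mode with CXCL16 agonist at 10 nM final; 0% = 10 nM CXCL16 with DMSO and 100% = unstimulated wells without agonist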
# EBI2 antag: EBI2 (human) antagonism; P32249; EBI2 beta-arrestin recruitment, luminescence, 7a,25-OHC stimulated; inhibition, % at 5 µM; 0.81% of 360,000 active; AID 651636; in the data active = inhibition above about 38%;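 also: enzyme fragment complementation signal reports receptor beta-arrestin coupling in cells; 0% = agonist plus DMSO wells and 100% = wells without agonist; some results beyond the cut were filed as inactive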
# Gli-Sufu block: blocks Gli-Sufu signaling in a luciferase reporter | Sufu-KO-LIGHT fibroblasts, Gli luciferase reporter luminescence | inhibition, % at 5 µM | 0.74% of 340,000 active | AID 588413;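 active = inhibition above about 55%, limit read from the data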;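 also: 0% = DMSO-treated cells and 100% = wells with medium but no cells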
# XBP1 UPR activ: activators of adaptive arm of unfolded protein response (XBP1) | CHO-XBP1 luciferase reporter, IRE1-XBP1 UPR activation, luminescence; percent of tunicamycin response, DMSO as zero | activation, % at 20 µM | 0.33% of 330,000 active | AID 463104;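 active = versus positive control, 20 µM dose yields 30% or more activation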;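 also: 100% = tunicamycin at 10 µg/mL and 0% = DMSO only wells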
#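 Material: IRE1-XBP1 luciferase reporter CHO line / Quantity: one thousand reporter cells per well / Buffer or medium: F12 with 10% serum / Compound: 20 µM single concentration, DMSO 1% / Times: 6 h treatment, 37 °C / Detection: Steady-Glo luciferase glow luminescence, 10 min after reagent addition / Benchmarks: tunicamycin high, DMSO low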
# Mdm2-MdmX inh: human Mdm2/MdmX binding inhibition | O15151+Q00987 | inhibition, % at 8 µM | SaOS-2 split-luciferase Mdm2/MdmX complementation, luminescence | 3% of 330,000 active | AID 485346;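 active = inhibition of at least 50% at 8 µM in the primary screen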
# Target sequence (O15151 whole entry, looked up): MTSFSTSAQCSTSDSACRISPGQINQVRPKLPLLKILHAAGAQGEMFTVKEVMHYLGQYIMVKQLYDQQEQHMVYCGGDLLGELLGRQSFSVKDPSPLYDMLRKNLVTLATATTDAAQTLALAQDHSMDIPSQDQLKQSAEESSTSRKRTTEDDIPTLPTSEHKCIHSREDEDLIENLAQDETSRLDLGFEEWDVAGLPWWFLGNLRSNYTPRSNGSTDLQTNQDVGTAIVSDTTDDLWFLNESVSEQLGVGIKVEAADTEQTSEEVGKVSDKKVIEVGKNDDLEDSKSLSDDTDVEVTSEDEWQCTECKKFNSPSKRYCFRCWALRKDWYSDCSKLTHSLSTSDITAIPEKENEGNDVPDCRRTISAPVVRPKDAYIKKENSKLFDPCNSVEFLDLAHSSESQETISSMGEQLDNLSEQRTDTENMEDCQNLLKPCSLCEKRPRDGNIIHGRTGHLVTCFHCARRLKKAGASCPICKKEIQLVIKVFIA
# Target sequence (Q00987 whole entry, looked up): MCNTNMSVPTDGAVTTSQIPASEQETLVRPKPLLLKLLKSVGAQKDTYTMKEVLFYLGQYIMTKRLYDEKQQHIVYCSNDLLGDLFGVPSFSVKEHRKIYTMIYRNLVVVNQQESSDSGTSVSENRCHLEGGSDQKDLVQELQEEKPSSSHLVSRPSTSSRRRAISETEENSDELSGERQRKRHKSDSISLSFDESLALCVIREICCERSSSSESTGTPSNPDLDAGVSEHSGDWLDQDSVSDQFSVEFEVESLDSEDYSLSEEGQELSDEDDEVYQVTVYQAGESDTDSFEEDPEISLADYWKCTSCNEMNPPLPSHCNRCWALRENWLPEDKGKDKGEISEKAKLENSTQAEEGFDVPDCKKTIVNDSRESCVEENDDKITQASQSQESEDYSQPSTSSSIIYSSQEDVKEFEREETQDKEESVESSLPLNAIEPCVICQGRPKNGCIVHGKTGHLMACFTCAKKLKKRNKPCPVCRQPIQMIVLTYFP
# Numbers without * were called inactive; . = not tested or not shown.
SMILES,UPR CHOP act,CCR6 antag,Jurkat NFkB inh,697 NFkB inh,CXCR6 inh,EBI2 antag,Gli-Sufu block,XBP1 UPR activ,Mdm2-MdmX inh
Cc1ccccc1NC(=O)NC1(C(=O)N2CCOCC2)CCCCC1,-0.6,-6,3,8,3,6,10,0,-1
N/C(=N\OC(=O)CC1CCCCC1)c1ccccn1,-7.9,-5,-44,-61,5,-3,-12,-9,-19
CN(C(=O)c1cccc(C(=O)N(C)c2ccccc2)c1)c1ccccc1,1.7,-10,5,7,3,-1,1,-3,14
COc1ccc(-c2nnc(SCc3nc4ccccc4s3)n2C(C)C)cc1,3.4,5,-15,-58,-10,3,0,0,-29
O=c1[nH]c(O)c(/C=C2\C=Nc3ccccc32)[nH]1,.,14,.,.,-1,10,25,.,.
COc1ccc(-c2cn3c(C)c(C(=O)N4CCN(c5ccccc5)CC4)sc3n2)cc1,.,21,.,.,-2,-1,-12,.,.
Clc1cccc(Cl)c1CO/N=C/c1cccs1,0.3,2,-26,-5,-6,-5,-1,-3,-16
Nc1ccc2nc(-c3ccccc3)[nH]c2c1,4.0,-6,-74,-84,0,-7,-7,2,-55
COc1ccc(N)c(C)c1,.,5,.,.,4,-1,-3,.,.
N#CC1=C(N)Oc2n[nH]c(-c3ccccc3)c2C1c1ccncc1 (configuration not stated),-0.8,-6,-8,-24,-3,-14,3,1,-12
O=c1[nH]cc(S(=O)(=O)NCc2ccccc2)c(=O)[nH]1,-0.9,-7,8,14,-5,-4,-7,-6,28
CC1(C)Oc2ccc3ccc(=O)oc3c2[C@@H](O)[C@@H]1O,-2.3,3,-1,0,-4,-2,-10,0,31
CCCC1CCC(=NNS(=O)(=O)c2ccc(C)c([N+](=O)[O-])c2)CC1 (configuration not stated),-0.6,16,0,-2,1,-1,-9,7,3
O=C(CCCOc1ccccc1)Nc1nncs1,-0.6,1,-6,15,12,-1,3,-2,-6
CC(=O)c1nc(N2C(=O)C3CC=C(C)CC3C2=O)sc1C (configuration not stated),0.2,6,3,23,1,-4,24,2,-1
COc1cc(C(=O)N2CCN(S(=O)(=O)c3cc(C)ccc3C)CC2)ccc1OCC(=O)N1CCOCC1,.,8,.,.,-5,-4,6,.,.
O=C(COc1ccc(Br)cc1)Nc1cc(S(=O)(=O)N2CCCCC2)ccc1N1CCCCC1,2.1,-5,9,4,0,18,7,-4,24
CC1(C)C2CC[C@]3(C)C(CC=C4[C@@H]5C[C@@](C)(CO)CC[C@]5(C(=O)O)CC[C@]43C)[C@@]2(C)CC[C@@H]1O (some centres not stated),-0.1,8,7,18,4,-3,-10,0,-5
O=C(Cc1ccccc1)Nc1ccccc1C(=O)N1CCCCC1,-0.4,-3,4,6,-2,-19,-2,3,17
Cc1ccc(-c2nn(-c3cc(N4CCNCC4)ccc3[N+](=O)[O-])c(=O)c3ccccc23)cc1,4.4,2,3,8,5,2,0,13,100*
COC(=O)Nc1ccc(S(=O)(=O)N2CCC(C(=O)NCc3ccc4c(c3)OCO4)CC2)cc1,1.4,9,30,9,1,1,-6,-3,10
CCOc1ccccc1NC(=S)NCCc1ccc(F)cc1,2.1,10,-4,4,0,-25,-3,-2,3
COc1ccccc1NC(=O)CN1CCOCC1,1.6,20,-7,7,3,4,-4,-5,-4
O=C1Cc2ccccc2C(=O)N1c1ccc(F)cc1Cl,0.6,11,-6,3,-5,2,-34,0,1
O=C(NC1C(=O)NNC1c1ccc(Cl)cc1)c1ccc(F)cc1 (configuration not stated),-0.6,12,-8,12,3,-8,-12,-1,-35
SMILES,UPR CHOP act,CCR6 antag,Jurkat NFkB inh,697 NFkB inh,CXCR6 inh,EBI2 antag,Gli-Sufu block,XBP1 UPR activ,Mdm2-MdmX inh
Cc1cc2c(ncn2C)c(NS(=O)(=O)c2ccccc2Cl)c1C,1.0,-4,-14,6,-4,15,2,1,15
CCCC1=Nc2cc(C(=O)NCCN3CCCC3)ccc2Sc2ccccc21,3.0,-11,-5,-19,4,6,19,-1,44
COc1ccc(CCC(C)NCCc2ccc(Cl)cc2Cl)cc1 (configuration not stated),-0.4,11,5,-8,-12,16,15,-1,-24
COc1ccc(/C=C/C(=O)c2cc(Br)ccc(=O)c2O)cc1,.,46,.,.,22,-1,-2,.,.
COc1ccccc1NC(=S)N1CCc2cc(OC)c(OC)cc2C1,-1.0,-1,-10,7,-14,-7,2,-4,3
Nn1c(SCc2ccccc2)nnc1-c1ccccn1,2.9,12,-46,-36,-3,-8,-40,2,9
CN1C(C(=O)NCc2ccc(OC(F)(F)F)cc2)CC2Cn3c(nc4ccccc43)C21 (configuration not stated),-2.0,6,1,7,-11,13,1,1,-13
Cc1ccc(-c2ccc(OCC(=O)N3CCOCC3)cc2)cc1,2.6,2,-20,-31,1,-7,-18,0,-17
O=[N+]([O-])c1cc(S(=O)(=O)N2CCCC2)ccc1NCCc1ccccc1,2.8,17,-6,5,6,-3,-4,-4,17
S=C(NCc1ccco1)NCC1CCCO1 (configuration not stated),0.8,0,-3,10,-5,7,-3,-3,-3
Cc1nc2ncnn2c(C)c1Cc1c(Cl)cccc1Cl,-1.2,-4,-7,-107,6,4,4,-1,-16
CCOC(=O)C1=CN(CC2CCCCC2)CCC1=O,.,-3,.,.,4,-10,4,.,.
N=C(N)SCc1nc2ccccc2c(=O)n1-c1ccccc1Cl,-1.7,5,-13,-22,-3,4,-15,7,6
CCN(Cc1ccc2c(c1)OCO2)C(=O)CSc1ncnc2sccc12,0.9,10,13,-10,-1,1,4,0,-12
CCOc1c(OC(C)=O)ccc(/C=C2\N=C(SCC)SC2=O)c1[N+](=O)[O-],-0.4,39,5,3,20,-4,-2,-3,11
O=C(COC(=O)C1=COCCO1)Nc1ccc([N+](=O)[O-])cc1C(F)(F)F,2.4,7,7,18,-12,-8,-1,-1,-16
Cc1ccc(-c2noc(CCCC(=O)N3CCOCC3)n2)cc1,2.3,11,2,-5,-14,2,-1,2,2
COc1ccc(Cl)cc1NC(=S)N1CCN(C(=O)C2CCCO2)CC1 (configuration not stated),-0.3,0,-1,10,-6,5,-8,-2,12
CC1Cc2nc(SCC(=O)NC3CCCCC3)n(C)c(=O)c2S1 (configuration not stated),1.7,10,10,-4,-1,1,44,-1,13
COc1ccc(CNC(=O)CCCn2nc(C)c3c(C)n(-c4ccc(C)cc4)nc3c2=O)cc1OC,3.0,12,31,11,-15,0,7,1,14
CSCCC(=O)N1CCC(n2nccc2NC(=O)CCc2ccccc2)CC1,0.2,-3,7,-15,4,-6,-13,-1,15
O=S(=O)(c1ccc(Cl)cc1)N1CCC(N2CCOCC2)CC1,-0.5,14,15,8,8,5,4,1,-13
O=c1oc(Nc2cccc(F)c2)nc2ccccc12,1.2,-15,-32,-97,-5,1,-12,0,-19
CCOC(=O)c1ccc(NS(=O)(=O)c2ccc3c(c2)oc(=O)n3C)cc1,0.8,8,-9,3,-7,-1,0,0,10
COCCN=c1scc(-c2cc(OC)c(OC)c(OC)c2)n1/N=C/c1c(C)[nH]c2ccccc12,1.1,11,10,-3,-1,24,38,3,59*

# Already shown: an excerpt of the list.
SMILES,UPR CHOP act,CCR6 antag,Jurkat NFkB inh,697 NFkB inh,CXCR6 inh,EBI2 antag,Gli-Sufu block,XBP1 UPR activ,Mdm2-MdmX inh
Cc1cc2c(ncn2C)c(NS(=O)(=O)c2ccccc2Cl)c1C,1.0,-4,-14,6,-4,15,2,1,15
CCCC1=Nc2cc(C(=O)NCCN3CCCC3)ccc2Sc2ccccc21,3.0,-11,-5,-19,4,6,19,-1,44
COc1ccc(CCC(C)NCCc2ccc(Cl)cc2Cl)cc1 (configuration not stated),-0.4,11,5,-8,-12,16,15,-1,-24
COc1ccc(/C=C/C(=O)c2cc(Br)ccc(=O)c2O)cc1,.,46,.,.,22,-1,-2,.,.
COc1ccccc1NC(=S)N1CCc2cc(OC)c(OC)cc2C1,-1.0,-1,-10,7,-14,-7,2,-4,3
Nn1c(SCc2ccccc2)nnc1-c1ccccn1,2.9,12,-46,-36,-3,-8,-40,2,9
CN1C(C(=O)NCc2ccc(OC(F)(F)F)cc2)CC2Cn3c(nc4ccccc43)C21 (configuration not stated),-2.0,6,1,7,-11,13,1,1,-13
Cc1ccc(-c2ccc(OCC(=O)N3CCOCC3)cc2)cc1,2.6,2,-20,-31,1,-7,-18,0,-17
O=[N+]([O-])c1cc(S(=O)(=O)N2CCCC2)ccc1NCCc1ccccc1,2.8,17,-6,5,6,-3,-4,-4,17
S=C(NCc1ccco1)NCC1CCCO1 (configuration not stated),0.8,0,-3,10,-5,7,-3,-3,-3
Cc1nc2ncnn2c(C)c1Cc1c(Cl)cccc1Cl,-1.2,-4,-7,-107,6,4,4,-1,-16

# (next part)
SMILES,UPR CHOP act,CCR6 antag,Jurkat NFkB inh,697 NFkB inh,CXCR6 inh,EBI2 antag,Gli-Sufu block,XBP1 UPR activ,Mdm2-MdmX inh
CC/C(=N\NC(=O)c1ccc(-c2ccccc2)cc1)C12CC3CC(CC(C3)C1)C2,1.6,7,-5,2,-16,2,8,0,13
Nc1cc(Cl)cc2c1-c1ccc(Cl)cc1C2,.,-5,.,.,-8,-8,-6,.,.
COC(=O)c1ccccc1SC1CC(=O)N(c2ccccc2)C1=O (configuration not stated),-1.0,21,-10,3,3,-7,-22,1,34
O=C(CN1C(=O)CC(c2ccccc2)=Nc2ccccc21)NCc1ccco1,1.2,4,-4,4,5,3,-7,0,3
COc1ccc(C(=O)CSc2nnc(Cn3cnc4ccccc43)o2)cc1,6.0,4,32,-37,-12,-5,1,-2,16
CCCn1c(N)c(C(=O)CSc2nncs2)c(=O)[nH]c1=O,0.4,3,3,3,2,-6,0,0,-23
CCOC(=O)C1(CCOc2ccccc2)CCN(Cc2cccc3nonc23)CC1,0.0,23,18,-37,-3,14,31,-1,8
CC1CCc2sc(C(=O)NNC(=S)NC3CC3)cc2C1 (configuration not stated),4.6,11,-25,-59,10,9,2,1,-32
COc1ccc(OC)c(NC(=O)C2CCN(Cc3cnn(-c4ccccc4)c3-n3cccc3)CC2)c1,1.5,-5,14,2,6,13,8,0,4
COc1ccc(Br)cc1CN(C)CC(=O)Nc1cccc(S(N)(=O)=O)c1,-1.3,0,-18,12,4,3,8,2,-11
O=C(Cc1c(O)c2ccccc2[nH]c1=O)NC1CCCCCCC1,-1.8,4,-4,19,-3,-1,-4,-3,6
O=C(COC(=O)/C=C/c1ccccc1Cl)Nc1cccnc1Cl,0.0,5,-14,-39,-10,-3,3,0,3
COc1ccc(CN2CSC(=S)N(Cc3ccccc3)C2)cc1,1.2,36,1,4,12,9,-3,7,17
Cn1c(C(=O)N[C@@H](C(=O)O)c2ccccc2)cc2cc(F)ccc21,0.1,3,18,23,-2,-6,21,3,3

# Two records picked at random from those above, as already listed:
SMILES,UPR CHOP act,CCR6 antag,Jurkat NFkB inh,697 NFkB inh,CXCR6 inh,EBI2 antag,Gli-Sufu block,XBP1 UPR activ,Mdm2-MdmX inh
COc1ccc(C(=O)CSc2nnc(Cn3cnc4ccccc43)o2)cc1,6.0,4,32,-37,-12,-5,1,-2,16
CC1CCc2sc(C(=O)NNC(=S)NC3CC3)cc2C1 (configuration not stated),4.6,11,-25,-59,10,9,2,1,-32
